# TTR transcr act: TTR transcription activation, primary screen | 92,000 compounds, 1.3% hits | activation, % at 16.7 µM | SH-SY5Y TTR promoter Gaussia luciferase, luminescence; 100% = recombinant luciferase protein wells;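 active = activation above the mean of all tested compounds plus 3 SD, cut at about 9.5% in these data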;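 also: cells exposed to compounds for one day before reading; 0% = median of all test compound wells on the plate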
# An asterisk follows results filed as active.
Compound,TTR transcr act
CCOC(=O)c1nc2c(ccc3ccccc32)cc1C,2.4
CCOC(=O)c1cc(-c2ccc(C#N)cc2)nc2c1c(C)nn2CCC#N,2.5
NC(=O)CNC(=O)c1cccc(Cl)c1,-0.1
CCC(=O)N1CCc2cc(S(=O)(=O)NCCC(=O)Nc3ccccc3C)ccc21,-1.1
O=C(CN1CCCCC1)NNc1nc(-c2ccccc2)c2cc(Cl)ccc2n1,2.5
CCC(=O)c1c[nH]c(C(=O)NCc2ccco2)c1,-0.1
O=C(NCCc1ccccc1)C1CCN(S(=O)(=O)c2cccnc2)CC1,0.7
c1ccc(CSc2nnc3ccc(-c4ccncc4)nn23)cc1,0.8
O=C(Nc1ccccc1C(=O)NCCc1ccccc1)c1cnccn1,-0.5
Cc1cccc(OCCOC(=O)Nc2ccccc2)c1,-2.6
O=C(NC1CCSC1)c1cccc(Cl)c1 (stereo not drawn),-1.4
O=C(Cc1cccs1)N(CC1CCCO1)C1(C(=O)NC2CCCCC2)CCCCC1 (stereo not drawn),-2.1
O=[N+]([O-])c1c(NCc2ccccc2)cc(N2CCc3ccccc3C2)c2nonc12,-1.8
O=[N+]([O-])c1ccc(CCNc2cccc3ccccc23)c([N+](=O)[O-])c1,0.3
COc1ccccc1NC(=O)Nc1ccc(F)c(F)c1,-2.0
Nc1nnc(SCC(=O)Nc2cc(S(=O)(=O)N3CCOCC3)ccc2N2CCCC2)s1,1.2
COc1ccc(/C(C)=N\Nc2nc(-c3ccc(Cl)cc3)cc(C(F)(F)F)n2)cc1OC,0.8
C=CCNC(=S)Nc1c(C(=O)OC)[nH]c2cc(OC)ccc12,2.0
Cc1cc(C(=O)N/N=C/c2ccc(C)s2)n[nH]1,-0.2
CS(=O)(=O)c1ccccc1C(=O)Nc1cccc(-c2nc3ccccc3o2)c1,-1.2
Cc1cccc(N2CCN(S(=O)(=O)c3ccc(Cl)nc3)CC2C)c1 (stereo not drawn),1.1
Cc1ccccc1CSc1nnc([C@@H]2CCCN2)o1,2.5
CCOc1ccc(N(CC(=O)Nc2ccc(OC)cc2)S(=O)(=O)c2c(C)[nH]c(=O)[nH]c2=O)cc1,-1.3
Cc1nonc1NC(=O)CSc1nc(C23CC4CC(CC(C4)C2)C3)nc2ccccc12,-1.0
Oc1ccc2c(ccc3[nH]cnc32)c1,2.6

# 5 neighbouring compounds out of the list so far:
Compound,TTR transcr act
Cc1cccc(N2CCN(S(=O)(=O)c3ccc(Cl)nc3)CC2C)c1 (stereo not drawn),1.1
Cc1ccccc1CSc1nnc([C@@H]2CCCN2)o1,2.5
CCOc1ccc(N(CC(=O)Nc2ccc(OC)cc2)S(=O)(=O)c2c(C)[nH]c(=O)[nH]c2=O)cc1,-1.3
Cc1nonc1NC(=O)CSc1nc(C23CC4CC(CC(C4)C2)C3)nc2ccccc12,-1.0
Oc1ccc2c(ccc3[nH]cnc32)c1,2.6

# Next entries.
Compound,TTR transcr act
CN(Cc1ccccc1)C(=O)COC(=O)CNS(=O)(=O)c1ccc2ccccc2c1,0.4
CCCc1c(C(=O)N/N=C(\C)c2ccc3c(c2)OCO3)nnn1-c1nonc1N,-0.9
CC(=O)N1CCC(N(CCN2CCOCC2)C(=S)Nc2c(C)cccc2C)CC1,0.2
COc1ccccc1N(CC(=O)Nc1ccc(C)cc1Cl)S(=O)(=O)c1cccs1,-2.2
COc1ccc(/C(C)=N/Nc2nc3ccccc3nc2C)cc1OC,-0.7
CC1CCN(CC(O)COC2CC(C)CCC2C(C)C)CC1 (stereo not drawn),0.5
Cc1onc(-c2c(Cl)cccc2Cl)c1NC(=O)N1CCSCC1,-1.0
O=C(CNC(=O)c1ccccc1)OC1CCCCC1,0.9
Cc1nc(NC(=O)CCl)sc1C(=O)N(C)C,0.7
Cc1ccc2nc(-c3cccc(Br)c3)c(Cc3ccccc3)n2c1,-0.4
C#CCOCCOCCOCCNc1nc(N2CCOCC2)nc(N2CCN(C(=O)[C@H](CCC(=O)O)n3cc(C(N)CC(C)C)nn3)CC2)n1 (stereo partly drawn),0.1
Cc1ccc(C2(CCNC(C)c3cccs3)CCOC(C(C)C)C2)cc1 (stereo not drawn),-0.3
CN(C)CCOc1cccc(Br)c1,0.1
Cc1nnc(SCC(=O)Nc2ccccc2NC(=O)CSc2nnc(C)s2)s1,0.3
O=C1NC(=O)C2(CCCCCCCCCCC2)N1,-0.2
CCOC(=O)c1sc(=S)n(-c2cc(OC)ccc2OC)c1N,-2.3
COc1ccccc1Nc1nc(-c2cccs2)cs1,2.0
O=C(O)CCn1ncc2ccccc2c1=O,0.1
O=C(COC(=O)c1cccnc1Nc1ccccc1F)NCCN1C(=O)CSC1=O,-1.4
CCc1c(C)sc(NC(=O)C2CCCCC2C(=O)O)c1C(N)=O (stereo not drawn),1.9
O=C(c1ccc(=O)oc1)N1CCC(C(O)(c2ccccc2)c2ccccc2)CC1,2.1
Nc1cc(=O)[nH]c(SCC(=O)Nc2cccc(S(=O)(=O)N3CCCCCC3)c2)n1,0.1
Nc1ccc2nc(SCC(=O)c3ccccc3)sc2c1,0.0
CCOC(=O)C1CCCN(C(=O)c2ccccc2NC(=O)C2=C(C)OCCS2)C1 (stereo not drawn),4.3
CC1=CC(=C(C#N)C#N)c2ccccc2N1C,4.5
CNC(=O)CSc1ncnc2c1cnn2-c1ccccc1,0.8
Cc1cnc(NS(=O)(=O)c2ccccc2)c(Br)c1,0.9
Cc1ccc(S(=O)(=O)/N=C/c2cc(Br)ccc2O)cc1,0.6
COc1ccc(CN2CCN(CCSc3ccc(C)cc3)CC2)c(OC)c1OC,-2.6
COC(=O)[C@@]12CCCN1[C@H](c1ccc(SC3CCCCC3)cc1)[C@H]1C(=O)N(C)C(=O)[C@H]12,-1.0
O=S(=O)(c1ccc2c(c1)OCCO2)N1CCN(c2nc3ccccc3s2)CC1,0.1
OCC1(CCCc2ccccc2)CCN(Cc2cc(F)ccc2F)CC1,-0.5
Cc1cccc(C)c1NC(=O)CN(C)CC(=O)Nc1ccccc1Br,-1.5
COc1ccc2sc(NCc3ccccc3)nc2c1,3.6
Cc1ccccc1CNCCCSc1ncccn1,-1.5
C/C(Cn1cnc([N+](=O)[O-])n1)=N/NC(=O)COc1ccccc1Cl,1.4
COc1cc(OC)cc(C(=O)OCC(=O)N(C)c2ccccc2)c1,0.7
Oc1ccc(Br)c(CN2CCN(c3ncc(Cc4ccccc4)cn3)CC2)c1,-0.5
CCCC1(CC)C(=O)NC(=O)N=C1N (stereo not drawn),-1.6
Cc1cccc(N=C2NC(=O)/C(=C/c3cccn3C)S2)c1,-0.2
CN(C)CCCN=Cc1c(O)n(Cc2ccccc2)c(=O)c2ccccc12,7.2
O=C(/C=C/c1ccc(Cl)cc1)N1CCOCC1,3.0
CSc1cccc(NC(=O)CSc2ccc(Cl)cc2)c1,0.8
NNC(=O)c1cc2ccccc2[nH]1,-2.9
O=C(NC1CC1)c1ccc2c(c1)S(=O)(=O)c1cc(Cl)ccc1C2=O,2.6
Nc1ccn(CC(=O)N[C@H](CO)Cc2c[nH]c3ccccc23)c(=O)n1,0.0
O=C(COc1ccc2ccc(=O)oc2c1)NCCN1CCOCC1,-1.2
CCNc1nc(NC(C)(C)C)nc(N2CCCC2)n1,-1.7
Cc1onc(-c2c(Cl)cccc2Cl)c1NC(=O)NC1CCSC1 (stereo not drawn),-0.2
COc1cccc(NC(=O)Nc2cccn(Cc3ccc(C)cc3)c2=O)c1,-3.5

# Entries above containing a nitro group on carbon:
Compound,TTR transcr act
O=[N+]([O-])c1c(NCc2ccccc2)cc(N2CCc3ccccc3C2)c2nonc12,-1.8
O=[N+]([O-])c1ccc(CCNc2cccc3ccccc23)c([N+](=O)[O-])c1,0.3
C/C(Cn1cnc([N+](=O)[O-])n1)=N/NC(=O)COc1ccccc1Cl,1.4

# An excerpt from above in order of their number in TTR transcr act, highest first.
Compound,TTR transcr act
COc1ccccc1Nc1nc(-c2cccs2)cs1,2.0
COc1ccc(/C(C)=N\Nc2nc(-c3ccc(Cl)cc3)cc(C(F)(F)F)n2)cc1OC,0.8
Cc1cccc(N=C2NC(=O)/C(=C/c3cccn3C)S2)c1,-0.2

# Additional compounds
SMILES,TTR transcr act
COc1cccc(CN(C)C(=O)COc2ccc(C(=O)c3ccc(Cl)cc3)cc2)c1OC,-0.5
CN(C)c1ccc(/C=C2/C=C(c3ccc4c(c3)CCCC4)OC2=O)cc1,0.2
O=[N+]([O-])c1cccc(/C=N/Nc2nc(N3CCOCC3)nc(N3CCOCC3)n2)c1,3.8
S=C(Nc1ccccc1Cl)NC1CCN(Cc2ccccc2)CC1,-2.0
Cc1nc2cc(C(=O)NCCN3CCOCC3)ccc2n1-c1ccc(F)cc1F,-1.2
O=c1cc(CO)oc(C(Nc2cccc([N+](=O)[O-])c2)c2ccccn2)c1O (stereo not drawn),0.4
CCc1cc2c3c(c1)C(C)CC(C)(C)N3C(=O)/C2=C1\SC(=O)NC1=O (stereo not drawn),1.6
COc1ccc(C(C)=O)cc1CSc1ccccn1,-0.5
CN(C)N=C1c2cc(S(=O)(=O)N3CCOCC3)ccc2-c2ccc(S(=O)(=O)N3CCOCC3)cc21,1.8
O=C(Oc1ccc(Nc2ncnc3ccccc23)cc1)c1cccnc1,-2.2
O=C(Nc1ccc(F)cc1Cl)c1ccc2c(=O)n3c(nc2c1)CCCCC3,-2.0
Cn1c(=O)n(-c2cccc(Cl)c2)c(=O)n1C,3.4
O=C(CSc1nc2c([nH]c3ccccc32)c(=O)n1-c1cccc(Cl)c1)N1CCOCC1,-4.1
O=C(CN(C(=O)OCC1c2ccccc2-c2ccccc21)[C@@H](Cc1ccccc1)C(=O)O)OCc1ccc(C(=O)NCc2ccccc2)cc1,11.8*
C/C(CC(=O)Nc1ccccn1)=N\NC(=O)C(=O)Nc1ccccc1C,-0.6
CCCC(=O)N1CCC1(C)C(=O)Nc1cc(-c2ccccc2)nn1C (stereo not drawn),-0.5
CCNC(=S)NNC(=O)CCn1c2ccccc2c2ccccc21,6.6
Cc1ccc(CNC(=O)CN(C(=O)C2(C)CC(=O)N=C3C=CC=CN32)c2ccccc2F)cc1 (stereo not drawn),-0.2
COc1ccc(OC)c(NC(=O)COC(=O)CCNc2ccccc2OC)c1,-2.4
COc1ccc(C(=O)OC2C(OC)OCC(O)C2O)cc1 (stereo not drawn),-1.4
CCCNc1nc(=S)n(-c2ccccc2)c(C)c1C(C)=O,-1.4
Cc1ccc(S(=O)(=O)N2CCC(=O)N([C@H](COCc3cccc(Cl)c3)Cc3ccccc3)CC2)cc1,0.0
COc1ccc(CN2CCN(Cc3ccccc3)C(CCO)C2)cc1OC (stereo not drawn),2.0
COC(=O)c1sccc1S(=O)(=O)Nc1ccc(S(N)(=O)=O)cc1,-1.6
CCOc1cccc2sc(Nc3nc4ccc(NC(C)=O)cc4s3)nc12,-3.8
Cc1cccc(NC(=O)CCSc2nc(C)cc(C)n2)c1,-5.3
CC1=Nc2ccccc2N=C(NC(=O)/C=C/C(=O)O)C1c1ccccc1 (stereo not drawn),-0.7
O=C(Cc1ccccc1)N1CCN(C(=O)c2ccc([N+](=O)[O-])cc2)CC1,0.7
CCOc1ccc(NC(=O)Nc2cccnc2)cc1,-1.3
CSc1n[nH]c(NC(=O)c2c(-c3c(Cl)cccc3Cl)noc2C)n1,1.3
CCOC(=O)N1CCN(S(=O)(=O)c2ccc(NC(C)=O)cc2)CC1,1.7
COc1ccc(-c2nc(CS(=O)(=O)CC(=O)NCCCN3CCOCC3)c(C)o2)cc1,1.2
Cc1cc(Nc2ccccc2C(=O)O)n(-c2cccc(Cl)c2)n1,0.2
Cc1cc(C)c(NC(=O)CCN2CCN(Cc3ccccc3)CC2)c(C)c1,-1.6
COC(=O)c1nc[nH]c1C(=O)OC,0.2
COc1ccc(C(=O)N/C(=C\c2ccc3c(c2)OCO3)C(=O)Nc2cccc(C(=O)O)c2)cc1,-2.2
C#CCN1CCc2onc(-c3ccccc3OC)c2C1=O,0.0
COc1ccc(CN2CCNC(=O)C2CC(=O)NC2CCCCCC2)c(F)c1 (stereo not drawn),-0.6
Cc1nnsc1C(=O)Nc1cccc(Cl)c1Cl,4.5
COc1ccccc1NC(=O)C(=O)N/N=C/c1ccc([N+](=O)[O-])s1,-0.4
CC1SC(c2ccc(F)cc2)NC1=O (stereo not drawn),-0.2
O=S(Cc1cc(Sc2ccccc2)nc(-c2ccccc2)n1)c1ccccc1 (stereo not drawn),11.8*
CCC(C(=O)O)n1nc(-c2ccccc2)c2cc(Cl)ccc21 (stereo not drawn),-1.4
O=C(CCn1nc(-c2ccccc2)ccc1=O)NCCCN1CCCCCC1,3.1
Cc1[nH]c2ccccc2c1CCNC(=O)CCC(=O)c1ccccc1,-0.8
CC(=O)c1ccc(NC(=S)N2CCCCCC2)cc1,0.6
Cn1c(-c2ccccc2)cnc1SCC(=O)N1CCCc2ccccc21,0.6
Cc1cccc(Cc2nnc(CCC(=O)N(CC3CC3)CC3CCCO3)o2)c1 (stereo not drawn),-0.9
CC(C)c1ccccc1OCC(=O)N(C)CC(=O)Nc1ccc(F)cc1,3.1
COc1ccc(/C(N)=N/OC(=O)N2CCOCC2)cc1,0.1
O=C(O)c1ccccc1-c1ccc(/C=C2\SC(=O)N(c3ccccc3)C2=O)o1,-1.0
CN(C)/C=N/c1c(C#N)nnn1Cc1ccccc1,3.9
COc1ccc(NC(=O)COC(=O)CCSc2ccccc2)cc1,1.7
Cc1ccc2nc(SCC(=O)Nc3ccc(C)c(Cl)c3)nc(=O)n2c1,1.1
COc1ccc(CC(=O)N2CCCC(CNC(=O)c3ccccc3Cl)C2)cc1 (stereo not drawn),-0.8
CCN(Cc1ccncc1)C(=O)CCc1nnc(CCc2ccc(OC)cc2)o1,-2.1
O=C(O)CCNC(=O)c1ccc(Br)o1,1.4
O=C(CNC(=O)c1ccco1)NCC(=O)OCc1ccc(F)cc1,1.2
CCN(CC(=O)NCc1ccccn1)S(=O)(=O)c1cc(Cl)ccc1Cl,0.3

# A portion of the library; the hit share may differ from the screen's.
